Assay outcomes as filed in PubChem.
ATG4B inhibitor – ATG4B (human) cysteine protease inhibition; Q9Y4P1; ATG4B cleavage of LC3-PLA2, NBD-HPC fluorescence, 1 h; inhibition, % at 8.33 µM; actives 0.51% (n = 340,000); AID 504462; in the data active means inhibition above about 40%
Target sequence (Q9Y4P1 whole entry, looked up): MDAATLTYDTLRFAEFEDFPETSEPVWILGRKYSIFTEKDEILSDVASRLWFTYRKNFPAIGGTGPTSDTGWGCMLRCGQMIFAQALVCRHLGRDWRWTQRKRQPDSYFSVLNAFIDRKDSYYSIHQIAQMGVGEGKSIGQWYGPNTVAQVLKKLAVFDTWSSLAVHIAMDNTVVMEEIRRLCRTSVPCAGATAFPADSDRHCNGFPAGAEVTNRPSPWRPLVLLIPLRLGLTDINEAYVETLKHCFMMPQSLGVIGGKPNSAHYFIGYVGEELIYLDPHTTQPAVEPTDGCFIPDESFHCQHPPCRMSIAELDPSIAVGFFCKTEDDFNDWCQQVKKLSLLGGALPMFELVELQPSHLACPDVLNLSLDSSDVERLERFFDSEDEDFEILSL
NALP3 yeast inh – NALP3 inhibition in yeast; Yeast reconstituted NLRP3/ASC/caspase-1, beta-gal luminescence, 24 h; actives 0.39% (n = 330,000); inhibition, % at 10 µM; AID 2825;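 active means inhibition of 50% or more; inactive means inhibition below 50%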;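 further: plate controls were induced DMSO wells for no effect and uninduced yeast grown without galactose for full effect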
TIM10 inh – inhibits growth of TIM10 yeast strain; S. cerevisiae TIM10 strain growth, BacTiter-Glo luminescence, 24 h; inhibition, % at 10 µM; actives 1.4% (n = 330,000); AID 463195;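 active means inhibition of 40% or more at the single tested concentration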;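 further: wild-type TIM10 isogenic control strain grown at permissive 25 °C; 0% = DMSO yeast wells and 100% = minimal medium wells without yeast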
Apaf1 inhib – human Apaf-1 inhibition; inhibition, % at 20 µM; actives 0.71% (n = 330,000); reconstituted apoptosome caspase-3 activity, DEVD-Rh110 fluorescence; O14727; active means inhibition of at least 40% at 20 µM;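 further: plate controls were DMSO wells for no effect and DEVD-CHO caspase inhibitor wells for full effect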
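detection = Rh110 fluorescence intensity | test system = biochemical Apaf-1 apoptosome reconstitution | also added = cytochrome c and DEVD-Rh110 substrate | schedule = 30 min plus 50 min, RT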
hIAP block – blocks human intestinal alkaline phosphatase. P09923. purified IAP, CDP-Star luminescence, 30 min. inhibition, % at 10 µM. actives 0.12% (n = 330,000). AID 2544;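 active means inhibition reaching a set limit with compound at 10 µM in the primary screen, cut at about 35% in these data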;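 further: plate controls were DMSO wells with enzyme for no effect and no-enzyme buffer wells for full effect; values of inactives mirror those of a sister screen read the other way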
Target sequence (P09923 whole entry, looked up): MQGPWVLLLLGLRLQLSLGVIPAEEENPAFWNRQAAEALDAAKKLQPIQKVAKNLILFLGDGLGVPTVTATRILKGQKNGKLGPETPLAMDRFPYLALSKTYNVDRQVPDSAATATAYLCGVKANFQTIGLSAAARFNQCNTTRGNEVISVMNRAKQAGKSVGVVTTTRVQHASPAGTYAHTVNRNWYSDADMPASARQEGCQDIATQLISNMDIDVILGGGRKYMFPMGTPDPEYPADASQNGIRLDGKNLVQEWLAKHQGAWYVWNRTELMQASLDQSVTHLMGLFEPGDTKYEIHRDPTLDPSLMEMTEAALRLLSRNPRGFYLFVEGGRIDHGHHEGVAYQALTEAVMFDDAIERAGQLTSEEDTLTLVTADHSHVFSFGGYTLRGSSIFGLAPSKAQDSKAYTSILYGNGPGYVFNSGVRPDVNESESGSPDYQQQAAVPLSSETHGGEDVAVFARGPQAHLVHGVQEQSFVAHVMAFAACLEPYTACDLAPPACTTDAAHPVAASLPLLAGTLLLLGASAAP
mIAP block – blocks mouse intestinal alkaline phosphatase; AID 2806; actives 0.2% (n = 330,000); purified mouse IAP, CDP-Star luminescence, 30 min; inhibition, % at 10 µM;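 active means inhibition of at least 40% at 10 µM in the primary screen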;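 further: plate controls were DMSO with enzyme for no effect and no enzyme wells for full effect; values of inactives mirror those of a sister screen read the other way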
hIAP activ – increases human intestinal alkaline phosphatase activity. P09923. purified human IAP, CDP-Star luminescence, 30 min; stronger effect = higher value; 1 = vehicle-only enzyme, 0 = enzyme-free background. activation factor at 10 µM. actives 0.16% (n = 330,000). AID 2524;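 active means activation factor of the enzyme at least 2-fold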; further: the source names both 10 and 20 µM as test concentration; values of inactives mirror those of a sister screen read the other way
mIAP activ – increases mouse intestinal alkaline phosphatase activity | muIAP, CDP-Star luminescence, 30 min; stronger effect = higher value; 1 = vehicle-only enzyme signal, 0 = enzyme-free wells | activation factor at 10 µM | actives 0.24% (n = 330,000);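 active means activation factor of at least 2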; further: the source names both 10 and 20 µM as test concentration; values of inactives mirror those of a sister screen read the other way
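Assay system: mouse IAP enzyme / Compound: DMSO-dissolved test compounds / Timing: 30 min, room temperature / Measured by: luminescence from enzymatic CDP-Star hydrolysis / Control set: DMSO-only wells, enzyme-free buffer wells as negative control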
tim10-1 inh – growth inhibitors of tim10-1 mutant yeast. inhibition, % at 20 µM. S. cerevisiae tim10-1 ts strain growth, BacTiter-Glo, 24 h. AID 463190. actives 2.2% (n = 330,000);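 active means inhibition of at least 40%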;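 further: mutant grown at 25 °C; 0% = DMSO wells with yeast and 100% = wells holding no yeast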
Active calls of the source: *; / = no result given. Rows were taken by chance; overall some 4.5% were active at least once.

SMILES	ATG4B inhibitor	NALP3 yeast inh	TIM10 inh	Apaf1 inhib	hIAP block	mIAP block	hIAP activ	mIAP activ	tim10-1 inh
O=C(c1ccccc1)N1CCN(c2ncccn2)CC1	5	19	5	-7	4	-4	0.96	1	-8
OC(COc1ccccc1)CN1CCN(Cc2ccc3c(c2)OCO3)CC1 (centres undefined)	-1	32	-50	1	6	2	0.94	0.98	-24
c1ccc(Cn2nnnc2C(c2cccs2)N2CCc3ccccc3C2)cc1 (centres undefined)	0	9	34	9	24	-7	0.76	1.1	21
O=C(Nc1ccccc1-c1nnn(CC(=O)N2CCCc3ccccc32)n1)c1ccco1	10	17	30	-6	-3	5	1	0.95	36
COCC(C)N1CCC(Oc2ccc(C(=O)N3CCCC3)cc2)CC1 (centres undefined)	7	13	0	4	0	4	1	0.96	6
CN1CCN(C(=O)/C(=C\c2ccccc2)c2ccccc2)CC1	-4	10	0	-3	1	8	0.99	0.93	3
COc1cc(-c2ccc3oc(-c4cccc(C)c4)c(C#CC4(O)CCCCC4)c3c2)cc(OC)c1OC	-5	6	6	7	-1	0	1	0.99	7
CCCOCC(O)CC(CC)C(=O)NNC(=S)Nc1ccccc1 (centres undefined)	2	13	8	-3	-111	10	2.1*	0.9	-2
CCCn1c(N)c(N2CCCCC2)c(=O)n(CC(=O)Nc2ccccc2C(F)(F)F)c1=O	-12	9	-2	2	2	-6	0.98	1.1	-2
CCOc1ccc(S(=O)(=O)N(C)C)cc1-c1nc2c(C(C)(C)C)nn(C)c2c(=O)[nH]1	-4	1	-6	-6	-9	-1	1.1	1	-3
CCCn1nnnc1NCc1cccc(Cl)c1	1	6	-7	-4	14	-3	0.85	1	15
CN(CCCn1c(=S)[nH]c2ncccc2c1=O)Cc1ccccc1	-5	-3	-9	-1	-1	-4	1	1	2
C=CCn1c(SCC(=O)Nc2sccc2C(N)=O)nc2sc(C)c(C)c2c1=O	30	-2	-1	16	15	6	0.85	0.94	-9
COC(=O)[C@@]1(Cc2ccccc2)[C@H]2C(=O)N(Cc3ccccc3)C(=O)[C@H]2[C@H]2CN=C(SC)N21	-7	/	-2	9	/	8	/	0.92	17
Cc1ccc(-n2nnnc2-c2ccccc2)cc1	-2	-31	18	-16	6	8	0.94	0.92	20
CSc1oc(-c2ccccc2)nc1S(=O)(=O)c1ccc(C)cc1	1	53*	-9	15	-21	4	1.2	0.96	18
CC1(C)S/C(=N/N=C/c2ccco2)NC1=O	-6	-9	-12	-61	-3	6	1	0.94	25
COc1cc(-c2cc(C(=O)Nc3ccc(S(N)(=O)=O)cc3)c3ccccc3n2)cc(OC)c1OC	-30	18	-3	15	0	21	1	0.79	-3
O=C(CSc1n[nH]c(-c2ccc(S(=O)(=O)NC3CCCCC3)cc2)n1)N1CCCC1	1	12	0	-2	6	10	0.94	0.9	-8
O=C(NCc1ccc2c(c1)OCO2)C1CC(c2ccc(Cl)cc2)=NO1 (centres undefined)	-12	21	-4	1	5	12	0.95	0.88	17
Cc1ccc(-c2nn(CC(=O)Nc3ccc4c(c3)nc3n4CCOC3)c(=O)c3ccccc23)cc1	-9	28	5	10	-27	-2	1.3	1	-6
CC[C@]12c3[nH]c4cc(-c5ccco5)ccc4c3CCN1C(=O)[C@@H](CC(=O)NCCCOC)C[C@@H]2C(=O)N1CCN(C(=O)c2ccco2)CC1	/	/	1	7	/	-8	/	1.1	18
Cc1cc(C(=O)N2CCN(c3ncccc3C#N)CC2)no1	-2	20	17	-16	11	7	0.89	0.93	4
CCCCc1ccc(NC(=O)C(=O)NCCN2CCN(Cc3ccc([N+](=O)[O-])cc3)CC2)cc1	0	19	-12	13	-3	-1	1	1	-7
CCn1c(=O)n(CCOC)c(=O)c2c3c(sc21)CCCC3	2	22	10	5	-6	0	1.1	1	6

Other records.
SMILES	ATG4B inhibitor	NALP3 yeast inh	TIM10 inh	Apaf1 inhib	hIAP block	mIAP block	hIAP activ	mIAP activ	tim10-1 inh
Cc1nn(CC(=O)NCCCN2C(C)CCCC2C)c(=O)c2cc3occc3n12 (centres undefined)	0	1	-6	-9	-4	0	1	1	6
O=C(O)c1cc(-c2ccccc2)c(N2CCOCC2)s1	3	8	6	-2	3	-3	0.97	1	3
Cc1ccc(NC(=S)N(CCN(C)C)C(C)c2ccco2)cc1Cl (centres undefined)	5	1	-5	-15	9	2	0.91	0.97	25
CN(C)c1ccc(N2CC(C)(C)C2=O)cc1	5	21	-12	13	10	3	0.9	0.97	6
CCS(=O)(=O)c1ccc(O)c(NC(=O)NC2CCCCC2)c1	11	0	-20	-16	-16	-8	1.2	1.1	-5
CCN(CC)P(=O)(Nc1ccccc1Br)c1ccc(N(C)C)cc1NC(=O)c1ccco1 (centres undefined)	-5	2	26	25	-12	4	1.1	0.96	21
Cn1cnnc1Sc1ccc(C(=O)NCCC(c2ccccc2)c2ccccc2)cc1[N+](=O)[O-]	0	13	4	26	1	10	0.99	0.9	16
Brc1ccccc1C1Nc2cccc3cccc(c23)N1	28	27	13	6	-6	15	1.1	0.85	29
O=C(NC(=S)N1CCN(c2ccc(C(F)(F)F)cc2[N+](=O)[O-])CC1)c1cccs1	3	26	40*	1	7	-6	0.93	1.1	44*
CCC(=O)N1CCc2cc(S(=O)(=O)N3CCN(c4ccccc4)CC3)ccc21	4	11	5	8	8	3	0.92	0.97	7
CCOc1ccc2c(c1)nc(SCC(=O)c1ccc(Br)s1)n2C	3	1	1	4	1	6	0.99	0.94	37
COc1ccc(CNC(=O)CSc2ncnc3nc[nH]c23)cc1	-10	-15	1	4	18	6	0.82	0.94	9
O=C(Nc1ncccn1)c1cccc(Cl)c1	-5	10	-5	-3	-18	16	1.2	0.84	-11
CCC(C)NS(=O)(=O)c1ccc(NC(=O)C(Sc2ccccc2)c2ccccc2)cc1 (centres undefined)	15	1	24	12	-14	-85	1.1	1.8	15
Cc1nn(-c2ccccc2)nc1CNS(C)(=O)=O	-5	5	-1	-11	2	5	0.98	0.95	-17
O=C(NCC(=O)N(c1cccc(F)c1)C(C(=O)NCC1CCCO1)c1ccccc1)c1ccco1 (centres undefined)	-14	3	11	0	-5	3	1	0.97	16
O=C(NCC(O)c1ccc([N+](=O)[O-])cc1)C1=COCCO1 (centres undefined)	0	17	6	0	-2	-5	1	1	-13
N#CCCN(C(=O)COC(=O)CCNS(=O)(=O)c1ccccc1)c1ccccc1	-8	13	2	-6	0	5	1	0.95	1
O=C(O)CSc1nc2ccc(Cl)cc2[nH]1	1	7	-6	7	-13	-18	1.1	1.2	7
O=C(CSc1ccc2nnc(-c3ccccn3)n2n1)Nc1ccc2c(c1)OCO2	0	-1	1	2	17	-4	0.83	1	5
Cc1ccc(-n2nc3ccc(NC(=O)c4ccco4)cc3n2)cc1	-2	14	35	9	-4	3	1	0.97	23
Cc1ccc(SCCOCCN2CCOCC2)cc1	11	28	-39	-13	-11	-2	1.1	1	-36
O=C(CN1C(=O)c2ccccc2S1(=O)=O)Nc1ccc(S(=O)(=O)N2CCCC2)cc1	8	11	11	5	2	-7	0.98	1.1	9
CCN(c1cccc(C)c1)S(=O)(=O)c1cc(CN2C(=O)c3cccnc3C2=O)ccc1OC	4	8	8	-1	-37	-4	1.4	1	17
COc1cccc(-n2c(SC3CCOC3=O)nc3ccccc3c2=O)c1 (centres undefined)	-3	3	22	-9	0	2	0.99	0.98	24

(next part)
SMILES	ATG4B inhibitor	NALP3 yeast inh	TIM10 inh	Apaf1 inhib	hIAP block	mIAP block	hIAP activ	mIAP activ	tim10-1 inh
O=C(Nc1nc(=S)ss1)c1c(F)cccc1F	-5	15	-7	-14	5	16	0.95	0.84	-5
O=C(NCc1ccccn1)C(=O)Nc1nc(C23CC4CC(CC(C4)C2)C3)cs1	5	11	10	18	-96	16	2	0.84	16
CCN1/C(=C\C(C)=O)Sc2ccc(OC)cc21	0	12	13	-27	10	4	0.9	0.96	10
COC(=O)[C@]1(Cc2ccccc2)N[C@H](CN(C)C(=O)Nc2ccc(OC)cc2)[C@@H]2C(=O)N(C)C(=O)[C@@H]21	-7	4	-2	-5	7	2	0.93	0.98	-6
CC1(C)NC(=O)N(CC(O)COc2ccc(-c3ccc(C#N)cc3)cc2)C1=O (centres undefined)	-12	-21	-2	11	3	-8	0.97	1.1	6
CC(=O)C1C(c2ccc([N+](=O)[O-])cc2)C2C(C)=NN=C2CC1(C)O (centres undefined)	-2	10	0	-2	6	6	0.94	0.94	1
C#CCOCCOCCOCCNc1nc(N2CCN(C(=O)CCCCCCCCCCNC(=O)Cn3cc(CCCCCN)nn3)CC2)nc(N2CCN(C(=O)CCCCCCCCCCNC(=O)[C@@H](CCSC)n3cc(CCO)nn3)CC2)n1	-16	39	1	72*	-14	-321	1.1	4.2*	11
COc1ccc(CNC(=O)CN2C(=O)C3C4C=CC(C4)C3C2=O)cc1 (centres undefined)	11	-3	-1	-7	-9	-6	1.1	1.1	3

Single entries from the list:
For mIAP block, CC1(C)NC(=O)N(CC(O)COc2ccc(-c3ccc(C#N)cc3)cc2)C1=O (centres undefined) has the entry -8
For hIAP activ, O=C(NCc1ccccn1)C(=O)Nc1nc(C23CC4CC(CC(C4)C2)C3)cs1 has the entry 2

Structures above with a furan ring, fused or not:
SMILES	ATG4B inhibitor	NALP3 yeast inh	TIM10 inh	Apaf1 inhib	hIAP block	mIAP block	hIAP activ	mIAP activ	tim10-1 inh
O=C(Nc1ccccc1-c1nnn(CC(=O)N2CCCc3ccccc32)n1)c1ccco1	10	17	30	-6	-3	5	1	0.95	36
COc1cc(-c2ccc3oc(-c4cccc(C)c4)c(C#CC4(O)CCCCC4)c3c2)cc(OC)c1OC	-5	6	6	7	-1	0	1	0.99	7
CC1(C)S/C(=N/N=C/c2ccco2)NC1=O	-6	-9	-12	-61	-3	6	1	0.94	25
CC[C@]12c3[nH]c4cc(-c5ccco5)ccc4c3CCN1C(=O)[C@@H](CC(=O)NCCCOC)C[C@@H]2C(=O)N1CCN(C(=O)c2ccco2)CC1	/	/	1	7	/	-8	/	1.1	18
Cc1nn(CC(=O)NCCCN2C(C)CCCC2C)c(=O)c2cc3occc3n12 (centres undefined)	0	1	-6	-9	-4	0	1	1	6
Cc1ccc(NC(=S)N(CCN(C)C)C(C)c2ccco2)cc1Cl (centres undefined)	5	1	-5	-15	9	2	0.91	0.97	25
CCN(CC)P(=O)(Nc1ccccc1Br)c1ccc(N(C)C)cc1NC(=O)c1ccco1 (centres undefined)	-5	2	26	25	-12	4	1.1	0.96	21
O=C(NCC(=O)N(c1cccc(F)c1)C(C(=O)NCC1CCCO1)c1ccccc1)c1ccco1 (centres undefined)	-14	3	11	0	-5	3	1	0.97	16
Cc1ccc(-n2nc3ccc(NC(=O)c4ccco4)cc3n2)cc1	-2	14	35	9	-4	3	1	0.97	23

3 entries already listed, ordered by number of heavy atoms, ascending.
SMILES	ATG4B inhibitor	NALP3 yeast inh	TIM10 inh	Apaf1 inhib	hIAP block	mIAP block	hIAP activ	mIAP activ	tim10-1 inh
CCCn1nnnc1NCc1cccc(Cl)c1	1	6	-7	-4	14	-3	0.85	1	15
Cc1ccc(NC(=S)N(CCN(C)C)C(C)c2ccco2)cc1Cl (centres undefined)	5	1	-5	-15	9	2	0.91	0.97	25
Cn1cnnc1Sc1ccc(C(=O)NCCC(c2ccccc2)c2ccccc2)cc1[N+](=O)[O-]	0	13	4	26	1	10	0.99	0.9	16
